Assay outcomes deposited in PubChem by National Center for Advancing Translational Sciences (NCATS).
ATXN2 expr inh = inhibitors of ATXN2 expression | HEK-293 ATXN2-luciferase reporter, luminescence, 24 h | Potency, µM (series often up to 57 µM), without a hit: at the highest dose activity change, negative = inhibition, most hits filed as inhibitors | hit rate 0.72% among 360,000; note: potency is the fitted concentration of half-maximal effect; % is set by controls: 0 for no effect and ±100 for the full control effect; nearly all actives have a fitted effect of over 55% in size
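qHTS (up to 57 uM final) was run with 24 h compound exposure of reporter cells at 37 °C. Each well was multiplexed: SteadyGlo luminescence measured ATXN2-luciferase expression after a fluorogenic Gly-Phe-AFC viability readout (25 uM final).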
ATXN viability = viability counter-screen for ATXN expression inhibitors | AID 651635 | S2 cells (HEK-293 line with an ATXN2-luciferase reporter) viability, CellTiter-Fluor protease fluorescence, 24 h | Potency, µM (top dose mostly 56.7 µM), hits mostly cytotoxic | hit rate 0.49% among 400,000; note: potency is the fitted concentration of half-maximal effect; nearly all actives have a fitted effect of over 40% in size
KB-V1 MDR tox = KB-V1 MDR subline cytotoxicity; KB-V1 MDR cells viability, CellTiter-Glo, 72 h; hit rate 3.4% among 400,000; AID 1347076; Potency, µM (series often up to 46.1 µM), for the others: at the top dose activity change, negative = cytotoxicity, most hits filed as cytotoxic; note: potency is the fitted concentration of half-maximal effect; % is set by controls: 0 for no effect and ±100 for the full control effect; nearly all actives have a fitted effect of over 60% in size
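Readout: CellTiter-Glo luminescence, 10 min after addition. Cells: KB-V1 MDR subline, 72 h at 37 degrees C with compound. Analysis: corrected, normalized data fitted to concentration-effect curves.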
HT1080-NT tox = kills 2HG-producing HT-1080-NT fibrosarcoma cells | HT-1080-NT fibrosarcoma viability, CellTiter-Glo ATP luminescence, 48 h | hit rate 1.6% among 360,000 | Potency, µM (titrated, usually from 46.1 µM), for the others: top-dose activity, negative = less viability, actives largely listed as cytotoxic;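 note: NT is the 2HG producing partner of a matched IDH1 knockdown line; potency is the fitted concentration of half-maximal effect; 0% = DMSO-treated cells and -100% = media-only wells without cells; nearly all actives have a fitted effect of over 55% in size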
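HT-1080-NT fibrosarcoma cells (2HG-overproducing), 750 cells/well in RPMI with 5% FBS, dosed after 2 h and incubated 48 h at 37C. CellTiter-Glo luminescence normalized to DMSO and no-cell wells; concentration-response curves fitted and classed.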
IL1B secr inh = blocks inflammasome-driven IL-1 beta release; THP-1 LPS/ATP IL-1B secretion, AlphaLISA, 16 h; stronger effect = lower value; activity change, % at 57.5 µM; hit rate 4.7% among 360,000; in the data active = activity change below about -50%; inconclusive = mostly about -30% to -49%; note: % is set by controls: 0 for no effect and ±100 for the full control effect
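Secreted IL-1B measured by AlphaLISA bead assay after 16 h compound exposure of THP-1 cells; compounds (final up to 57.5 uM) added 1 h before LPS (250 ng/mL) and ATP (1.25 mM) stimulation; lower signal means less secretion.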
MCF10A rerep = induces DNA re-replication in MCF 10a normal breast cells | MCF 10A DNA re-replication, Hoechst nuclear intensity, 48 h | Potency, µM (top dose mostly 46.1 µM), without a hit: top-dose activity, positive = re-replication, most hits filed as activators | hit rate 2.9% among 350,000 | AID 624296; note: potency is the fitted concentration of half-maximal effect; % of control where 0% means no effect; nearly all actives have a fitted effect of over 50% in size
KB-3-1 tox = KB-3-1 parental cell cytotoxicity | KB-3-1 viability, CellTiter-Glo ATP luminescence, 72 h | hit rate 1.4% among 400,000 | AID 1347075 | Potency, µM (doses to about 46.1 µM), for inactives: at the highest dose activity change, negative = cytotoxic, most hits filed as cytotoxic; note: potency is the fitted concentration of half-maximal effect; % is set by controls: 0 for no effect and ±100 for the full control effect; nearly all actives have a fitted effect of over 60% in size
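Luminescent ATP read-out (CellTiter-Glo) measures survival of drug-naive KB-3-1 cells after 72 h compound exposure at 37 °C. Titration series was screened from lowest to highest concentration, with DMSO vehicle plates as background controls.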
SW480 rereplic = inducers of DNA re-replication in SW480 colon cancer cells. SW480 DNA re-replication, Hoechst DNA content imaging, 48 h. Potency, µM (highest dose often 46.1 µM), for the others: top-dose re-replication activation, usual class: activators. hit rate 1.8% among 340,000. AID 624297; note: potency is the fitted concentration of half-maximal effect; % of control where 0% means no effect; nearly all actives have a fitted effect of over 55% in size
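Compounds, transferred as 23 nL by pin tool, were incubated with cells for 48 hr; DNA content per nucleus was then quantified by Hoechst staining and fluorescence plate imaging.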
HT1080 IDH1KD tx = kills HT-1080 cells with IDH1 knockdown; HT-1080 IDH1 knockdown viability, ATP luminescence, 48 h; Potency, µM (highest dose often 46.1 µM), inactives show at the highest dose activity, negative = toxicity, actives largely listed as cytotoxic; hit rate 2% among 360,000; AID 686971;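 note: potency is the fitted concentration of half-maximal effect; 0% = DMSO wells and -100% = cell-free medium wells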
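Luminescent ATP read-out (CellTiter-Glo, 10 min at room temperature) after 48 h compound exposure at 37 °C gave viability of IDH1-knockdown HT-1080 cells. Activity was normalised to DMSO and cell-free wells, then fitted as concentration-response curves.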
* marks the source's active call; other numbers are inactive results; i = inactive; ? = inconclusive; / = not tested or not shown; [ ] = remark or other dose. Unless noted, calls come from the whole dose curve; as a rule, active = well fitted curve in the direction sought with a large enough effect; inconclusive = small, poorly fitted or top-dose-only effect, or another doubt; inactive = no such curve, though single readings can be large; an effect the other way counts as inactive or inconclusive.

Value order: KB-3-1 tox	KB-V1 MDR tox	HT1080-NT tox	IL1B secr inh	HT1080 IDH1KD tx	SW480 rereplic	MCF10A rerep	ATXN viability	ATXN2 expr inh
C/C(=N\NC(=S)NCc1ccccc1)c1ccc(Br)cc1
→ 0%	-20%	-17%	-6	-22%	-2%	?	i	24%
CC(C)(C)NC(=O)c1nn2c(C(F)(F)F)cc(-c3ccccc3)nc2c1Br
→ -3%	1%	0%	9	0%	-2%	-4%	i	/
CCOC(=O)C1=C(Nc2cccc(Cl)c2)OCC1=O
→ 15%	-16%	18%	-11	16%	-2%	3%	i	1%
O=C(CN1CCN(c2ccccn2)CC1)NC1CCCC1
→ 0%	0%	1%	1	0%	-4%	-2%	i	-9%
FC(F)(F)c1cccc(-c2cc3nc(NCCCn4ccnc4)ccn3n2)c1
→ -2%	-2%	?	?	?	/	/	i	-12%
O=C(NNC(=S)Nc1ccccc1Cl)c1ccccc1
→ /	/	-14%	-3	2%	2%	?	?	42%[activator]
Cc1ccc(/C=N/n2c(C)n[nH]c2=S)o1
→ 7%	2%	6%	-2	-1%	-13%	0%	i	-4%
Cc1ccc(-c2ccc(/C=N/NC(N)=S)o2)cc1
→ -16%	?	-16%	45	-22%	-14%	?	i	32%[activator]
Cn1cc(Br)c(C(=O)NNC(=O)Cc2ccc(Cl)cc2)n1
→ 1%	0%	-7%	11	-17%	4%	26%	i	3%
CCc1ccc(OCC2c3cc(OC)c(OC)cc3CCN2C(=S)NC)cc1 (stereo not drawn)
→ 0%	-23%	?	0	?	?	?	i	/
COc1ccc(-c2ccc(SCC(=O)N3CCCC3)nn2)cc1OC
→ 9%	-2%	6%	-3	12%	-5%	0%	i	16%
CCOc1ccccc1NS(=O)(=O)c1ccc2oc(=O)ccc2c1
→ 0%	17%	6%	-8	0%	-2%	-1%	i	/
Cc1ccc(-c2nnn(CC(=O)N(CC(=O)NC3CCCC3)c3ccccc3F)n2)o1
→ 1%	?	5%	5	6%	-4%	2%	i	4%
O=C(NC(c1ccccc1)c1cnccn1)C1CCN(CCOc2ccc(Cl)cc2Cl)CC1 (stereo not drawn)
→ 0%	1%	16µM*	?	?	/	/	13µM*	?
CN(C(=O)CSc1nc2scc(-c3ccccc3)c2c(=O)[nH]1)c1ccccc1
→ -2%	0%	-11%	-2	-2%	-31%[inhibitor]	?	i	-9%
CC1CN(CCc2ccccc2)c2nc3c(c(=O)n(CC(N)=O)c(=O)n3C)n2C1 (stereo not drawn)
→ -16%	-19%	9%	17	-2%	?	-1%	i	-4%
Cc1cccc(OCc2cc(=O)n3c4c(sc3n2)CCCC4)c1C
→ -9%	6%	/	/	/	/	/	i	10%
Cc1ccc2c(=O)c(C(=O)c3cccc(Cl)c3)cn(CC(=O)Nc3ccc4c(c3)OCCO4)c2n1
→ -13%	2%	/	/	/	/	/	?	-27%
CCOC(=O)c1ccc(S(=O)(=O)N2CCC(C(=O)N3CCN(c4ccccc4OC)CC3)CC2)cc1
→ 4%	?	?	-85*	?	30%	?	?	-16%
O=C(CCC1CCCCC1)Nc1cc(Cl)ccc1N1CCOCC1
→ -25%	-18%	-19%	-7	-25%	?	?	i	1%
O=C(O)c1ccccc1Nc1ccc([N+](=O)[O-])cc1
→ 9.2µM*	?	?	15	?	2%	10%	/	70%[activator]
Cn1nc([N+](=O)[O-])nc1Sc1nnc(-c2ccccc2)o1
→ ?	-12%	?	-96*	?	4.1µM*	?	?	-21%
COCc1cc(C)nc(Nc2ccccc2C)c1C#N
→ 3%	?	8%	-13	2%	-13%	?	i	15%
COc1ccc(N2CCN(C(=O)C(C)(C)Oc3ccc(Cl)cc3)CC2)cc1
→ 1%	8%	-12%	16	-17%	12%	-2%	i	-27%
COc1ccc(Br)cc1C1Nc2ccccc2C(=O)N1NC(=O)c1ccncc1 (stereo not drawn)
→ 5%	-15%	3%	1	2%	-3%	-7%	i	-5%
CC1(C)CC(=O)c2cc(C(=O)NCc3ccco3)c(=O)n(-c3ccc(Cl)cc3)c2C1
→ 6%	-3%	-5%	10	1%	-10%	-10%	i	-1%
O=C(CSc1nc2ccsc2c(=O)n1Cc1ccc(C(=O)O)cc1)NCC1CCCO1 (stereo not drawn)
→ 7%	?	-2%	-3	-1%	-3%	-6%	i	-7%
COC(=O)c1sc(NC(=O)c2ccc(Cn3cc(Cl)cn3)o2)c(C#N)c1C
→ 0%	-6%	-9%	16	-3%	-1%	?	i	-2%
COc1ccc(OC)c(CNC(=O)c2cc3c(-c4ccc(OC)c(OC)c4)nn(C)c3s2)c1
→ -5%	?	/	/	/	/	/	?	0%
CCOC(=O)c1ccc(-n2c(CN3CCN(CCO)CC3)nc3ccc([N+](=O)[O-])cc3c2=O)cc1
→ ?	-10%	23%	22	2%	-8%	-2%	i	/

Copied from above, seven compounds:
Value order: KB-3-1 tox	KB-V1 MDR tox	HT1080-NT tox	IL1B secr inh	HT1080 IDH1KD tx	SW480 rereplic	MCF10A rerep	ATXN viability	ATXN2 expr inh
C/C(=N\NC(=S)NCc1ccccc1)c1ccc(Br)cc1
→ 0%	-20%	-17%	-6	-22%	-2%	?	i	24%
CC(C)(C)NC(=O)c1nn2c(C(F)(F)F)cc(-c3ccccc3)nc2c1Br
→ -3%	1%	0%	9	0%	-2%	-4%	i	/
CCOC(=O)C1=C(Nc2cccc(Cl)c2)OCC1=O
→ 15%	-16%	18%	-11	16%	-2%	3%	i	1%
O=C(CN1CCN(c2ccccn2)CC1)NC1CCCC1
→ 0%	0%	1%	1	0%	-4%	-2%	i	-9%
FC(F)(F)c1cccc(-c2cc3nc(NCCCn4ccnc4)ccn3n2)c1
→ -2%	-2%	?	?	?	/	/	i	-12%
O=C(NNC(=S)Nc1ccccc1Cl)c1ccccc1
→ /	/	-14%	-3	2%	2%	?	?	42%[activator]
Cc1ccc(/C=N/n2c(C)n[nH]c2=S)o1
→ 7%	2%	6%	-2	-1%	-13%	0%	i	-4%

Following part:
Value order: KB-3-1 tox	KB-V1 MDR tox	HT1080-NT tox	IL1B secr inh	HT1080 IDH1KD tx	SW480 rereplic	MCF10A rerep	ATXN viability	ATXN2 expr inh
CCN(CC)c1ncnc2c1ncn2[C@H]1CN(Cc2ccco2)C[C@@H](CO)O1
→ 0%	-1%	19%	-16	9%	/	/	i	13%
COc1cccc(/C=N/NC(=O)CNC(=O)COc2cccc(C)c2)c1O
→ ?	?	?	229	23µM*	?	?	?	/
O=C(Nc1cccc(Cl)c1Cl)C1CC(=O)N(c2ccc(Br)cc2)C1 (stereo not drawn)
→ -1%	0%	?	-6	?	7%	5.8µM*	i	-28%
Cc1ccc(NC(=O)COC(=O)CCc2ccccc2)cc1S(=O)(=O)N1CCOCC1
→ 5%	14%	-6%	-17	8%	-12%	9%	i	/
O=C(N[C@@H]1CCC(=O)N(CC[C@H](Oc2ccccc2)c2ccccc2)CC1)OCc1ccccc1
→ -29%	-4%	-23%	-26	-2%	-7%[9.22 µM]	?	?	-33%
COc1cc2c3c(c1OC)C1(C=CC(=NO)C=C1)CC3N(C(C)=O)CC2 (stereo not drawn)
→ -2%	12%	16%	16	11%	-12%	0%	i	2%
COc1cccc(C(=O)Nc2nnc(-c3cccs3)s2)c1
→ -2%	0%	-1%	2	-10%	14%	?	i	3%
C[C@H](NC(=O)c1cc2c([nH]c3ccccc32)c(-c2ccccc2)n1)C(=O)O
→ 0%	?	-15%	5	-1%	-5%	-16%	i	/
Cc1cccc(N2CCN(C(=O)CCC(=O)N3Cc4ccccc4Oc4ncccc43)CC2)c1C
→ ?	?	?	?	?	-2%	18%	i	?
Cn1cccc1C(=O)OCC(=O)NNC(=O)c1ccc([N+](=O)[O-])cc1
→ 5%	1%	-1%	6	0%	-4%	-4%	i	22%
O=C(NC(=S)Nc1ccccc1N1CCN(C(=O)c2ccccc2)CC1)c1ccccc1F
→ -6%	-26%	-15%	i	?	8%	?	i	-23%
c1ccc2c(c1)nc(-c1ccncc1)n1nnnc21
→ 4%	2%	14%	-14	-1%	-1%	4%	i	0%
NC(=O)C1CCN(C(c2ccccc2)c2nnnn2C2CCCC2)CC1 (stereo not drawn)
→ 21%	-24%	19%	-6	12%	1%	5%	i	0%
Cc1ccccc1N1C(=O)C2C3CCC(O3)C2C1=O (stereo not drawn)
→ 15%	0%	12%	5	18%	-2%[9.22 µM]	0%	i	18%
O=C(O)c1ccc(N/N=C/c2ccncc2)cc1
→ -2%	-2%	1%	7	-6%	4%	-2%	i	4%
CN(C)c1ccc2c(c1[N+](=O)[O-])Cc1ccccc1-2
→ -5%	0%	7%	-11	7%	-2%	1%	?	77%[activator]
CC1=C(C(=O)N(C)C)C(c2cccs2)NC(=O)N1 (stereo not drawn)
→ -15%	-13%	-2%	23	0%	-5%	14%	i	0%
O=C(COC(=O)c1ccc(NS(=O)(=O)c2cccs2)cc1)NCc1ccco1
→ 18µM*	?	9.2µM*	8	8.2µM*	?	9.2µM*	i	-8%
